Screening results as filed in PubChem.
CYP2C19 activ: human CYP2C19 activators, primary screen, biochemical, luminescence; recombinant CYP2C19, luciferin-H EGE luminescence; active compounds read high; 0 = fully inhibited enzyme, 1 = untreated enzyme; activation factor at 5 µM; 96,000 tested, under 10 active; AID 1025, 2008;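 active means activation factor of at least 2 at 5 µM in the primary screen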;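 further: 0 = wells with 2.5 mM tranylcypromine and 1 = vehicle-only wells; values of inactives mirror those of a sister screen read the other way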
CYP2C19 inhib: blockers of cytochrome P450 2C19 activity – biochemical, luminescence, ADME assay, primary screen; CYP2C19 Supersomes, luciferin-H EGE luminescence, 30 min; inhibition, % at 5 µM; 96,000 tested, 21% active; AID 778, 2007;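 active means CYP2C19 inhibition above a set limit at 5 µM in the primary screen, cut at about 50% in these data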;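 further: plate controls were negative control wells for no effect and 2.5 mM tranylcypromine positive control for full effect; values of inactives mirror those of a sister screen read the other way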
ERa SRC1 pot: enhancers of ERα–SRC-1 coactivator binding, primary screen, biochemical, TR-FRET, ERα LBD, low estradiol; Estrogen receptor (Homo sapiens), P03372; TR-FRET ERalpha-LBD/SRC-Cy5 coactivator binding, 2 h; 100 = basal binding, no effect; coactivator binding (% of control), % at 25.6 µM; 86,000 tested, 1.3% active; in the data active means activity above about 200%;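 further: binding measured in presence of low estradiol as agonist stimulus; 0% = peptide alone without receptor and 100% = receptor with peptide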
CD11b adhes enh: enhancers of CD11b/CD18 adhesion to fibrinogen, primary screen, K562 cells, luminescence. Integrin beta-2 (Homo sapiens) + Integrin alpha-M (Homo sapiens), P05107+P11215. ATPlite luminescence. activation, % at 10 µM. 93,000 tested, 0.07% active;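 active means 10 µM primary screen giving 50% or more activity, confirmed by 40% or more on retest at that dose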; further: strong numbers were not always called active
Target sequence (P05107 whole entry, looked up, other chains not shown): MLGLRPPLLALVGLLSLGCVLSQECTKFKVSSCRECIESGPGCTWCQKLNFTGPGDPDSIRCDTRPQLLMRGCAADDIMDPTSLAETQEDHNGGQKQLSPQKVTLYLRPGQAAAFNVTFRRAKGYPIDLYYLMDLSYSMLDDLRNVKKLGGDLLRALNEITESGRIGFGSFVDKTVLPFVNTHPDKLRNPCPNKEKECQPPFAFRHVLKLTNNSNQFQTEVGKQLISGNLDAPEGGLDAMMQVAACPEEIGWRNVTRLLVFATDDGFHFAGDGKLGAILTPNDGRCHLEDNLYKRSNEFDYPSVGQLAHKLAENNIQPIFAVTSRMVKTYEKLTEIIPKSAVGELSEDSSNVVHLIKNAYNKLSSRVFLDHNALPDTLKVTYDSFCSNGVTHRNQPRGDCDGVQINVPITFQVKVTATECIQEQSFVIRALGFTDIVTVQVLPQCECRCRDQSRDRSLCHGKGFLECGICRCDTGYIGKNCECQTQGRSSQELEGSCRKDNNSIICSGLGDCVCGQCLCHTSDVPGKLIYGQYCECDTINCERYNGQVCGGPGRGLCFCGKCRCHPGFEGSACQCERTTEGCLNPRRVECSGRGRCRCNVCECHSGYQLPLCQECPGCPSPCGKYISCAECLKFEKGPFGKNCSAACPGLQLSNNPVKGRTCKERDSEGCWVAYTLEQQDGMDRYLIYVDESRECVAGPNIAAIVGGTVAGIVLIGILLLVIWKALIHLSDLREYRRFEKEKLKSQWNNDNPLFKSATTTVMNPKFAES
HUVEC inhibit: inhibitors of HUVEC proliferation, primary screen, cell-based, 384-well | viability, % at 10 µM (by protocol) | CellTiter-Glo luminescence, 72 h; active compounds read low | 86,000 tested, 1.1% active | AID 648, 2007;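 active means viability at or below 30%; inactive means viability above 30%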;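 further: 100% = median luminescence of DMSO-only cell control wells on each plate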
Mac1 fbg inh: inhibitors of CD11b/CD18 adhesion to fibrinogen, primary screen, K562 cells, luminescence. Integrin beta-2 (Homo sapiens) + Integrin alpha-M (Homo sapiens), P05107+P11215. ATPlite luminescence; Mn2+ added to activate the integrin. inhibition, % at 10 µM. 93,000 tested, 0.54% active. AID 1497, 2009;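 active means primary inhibition of 50% or more at 10 µM, then 40% or more on retest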; further: some results filed as inactive read as strong as hits
ERa coact inh: ERα–SRC-1 coactivator interaction inhibitors, primary screen, biochemical, TR-FRET, ERα LBD, estradiol-bound. Estrogen receptor (Homo sapiens), P03372. TR-FRET ER-alpha LBD / SRC-1 peptide. inhibition, % at 25.6 µM. 86,000 tested, 1.7% active; in the data active means inhibition above about 50%;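 further: 0% = receptor plus peptide control and 100% = peptide only without receptor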
H69AR growth 86K: proliferation blockers of H69AR lung cancer cells, primary screen, cell-based, human, 86K library; H69AR lung tumor viability, ATP luminescence, 72 h; active compounds read low; viability, % at 10 µM; 85,000 tested, 6% active; AID 598, 2007;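 active means viability at or below 40%; inactive means viability above 40%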;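 further: multidrug resistant small cell line overexpressing MRP-1 efflux transporter; 100% = mean luminescence of untreated control wells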
Lung fibro prol: antiproliferative effect on LL 47 fibroblasts – human, LL 47 cells, CellTiter-Glo luminescence, primary screen; LL 47 human lung fibroblast viability, ATP luminescence; active compounds read low; viability, % at 10 µM; 85,000 tested, 1.1% active;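 active means viability at or below 50% in the single dose screen; inactive means viability above 50%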;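 further: compound exposure lasted 72 h before the ATP readout; 100% = median luminescence of untreated cell-only wells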
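Material: human LL 47 lung fibroblast cells; quantity: 1,150 cells/well; medium: IMEM plus 15% FBS; doses: 0.1% DMSO in all compound wells; timing: overnight attachment after seeding, then 72 h compound exposure at 37 °C; detection: CellTiter-Glo luminescence; measure: % viability of median cell-only signal; controls: cell-only wells, no compound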
Numbers without * were called inactive; . = not tested or not shown; [ ] = remark or other dose.

No.	structure	HUVEC inhibit	ERa SRC1 pot	ERa coact inh	CYP2C19 inhib	Lung fibro prol	CYP2C19 activ	Mac1 fbg inh	CD11b adhes enh	H69AR growth 86K
1	Cc1nc2cc(-c3cccc(F)c3)nn2c(N2CCOCC2)c1C	85.7	101.8	-0.1	.	96.6	.	.	.	72.0
2	COc1cccc(CNCCNC(=O)c2nonc2N)c1	98.2	100.5	-6.4	6.6	102.2	0.9	-0.8	-2.9	84.8
3	CCc1ccc2[nH]c(=O)c(C(c3nnnn3Cc3ccco3)N3CCC(C)CC3)cc2c1 (stereo not drawn)	65.2	84.5	0.6	59.6*	90.6	0.4	10.3	1.9	94.0
4	CC1(C)Cc2nc3oc4c(=S)nc[nH]c4c3cc2CO1	98.7	123.8[fluorescence artefact?]	-13.2[fluorescence artefact?]	16.2	102.7	0.8	0.2	-1.3	66.5
5	Cc1cccc(NC(=O)Nc2cccc(C)n2)n1	108.0	124.0	0.8	-4.9	105.3	1	-6.4	-1.2	86.8
6	O=C(CCCOc1ccccc1)N1CCN(S(=O)(=O)c2cccs2)CC1	99.5	103.3	-3.1	13.4	98.1	0.9	-3.2	-4.0	99.2
7	O=C(COC(=O)c1ccc2c(c1)OCCO2)Nc1cc(Cl)ccc1Cl	99.3	191.7[fluorescence artefact?]	20.9[fluorescence artefact?]	-2.2	99.3	1	-2.6	-0.3	102.3
8	Cc1ccc(F)cc1NC(=O)Cc1nn(C)c(=O)c2ccccc12	84.1	82.2	-0.9[fluorescence artefact?]	49.1	97.1	0.5	.	.	95.9
9	CCOC(=O)Cc1cc(=O)n2[nH]c(-c3ccccc3)cc2n1	92.7	78.2	-6.3	.	100.0	.	.	.	106.7
10	C=CCNc1nc(Nc2ccc(OC)cc2)nc(OC)n1	95.5	105.4[fluorescence artefact?]	-5.5	-10.1	104.6	1.1	-12.7	-2.0	86.7
11	CN(C)S(=O)(=O)c1ccc(Oc2ccccc2)cc1	104.0	109.2	3.4	47.7	101.9	0.5	-0.7	3.1	96.9
12	COc1ccc(NC(=O)c2ccco2)c(OC)c1	97.4	123.5	1.2	11.2	102.1	0.9	-5.6	-1.6	96.5
13	N#Cc1cn(-c2ccccc2)nc1C(=O)c1ccccc1	.	.	.	50.3*	.	0.5	6.8	-3.5	.
14	CCOc1cccc(-c2nnc3sc(COc4ccc(Cl)cc4)nn23)c1	79.5	131.5	20.8[fluorescence artefact?]	11.2	89.1	0.9	-1.1	-1.7	95.6
15	Cc1ccc2nc(NC(=O)c3ccc(Cn4cc(Cl)cn4)o3)sc2c1	80.6	122.1	4.1	.	106.4	.	.	.	75.1
16	COc1ccc(NC(=O)CC2Oc3ccccc3NC2=O)cc1 (stereo not drawn)	102.8	119.9	-0.6	22.7	92.8	0.8	0.1	-0.8	95.8
17	Cc1nc2ccc(S(=O)(=O)NC(C(=O)N3CCCC3)C(C)C)cc2s1 (stereo not drawn)	103.5	128.1	-9.8[fluorescence artefact?]	.	98.4	.	.	.	100.6
18	CC(C)N(O)C(=O)NC(C)(C)C	83.8	92.0	-7.5	-3.2	92.7	1	.	.	101.2
19	CC1CCN(CCNC(=O)C2CCCN(S(=O)(=O)c3cccc4nonc34)C2)CC1 (stereo not drawn)	92.2	102.8[fluorescence artefact?]	3.6[fluorescence artefact?]	7.7	93.6	0.9	-7.9	-2.6	95.1
20	CN1CCN(C(c2ccc(F)cc2)c2nnnn2Cc2cccs2)CC1 (stereo not drawn)	87.8	124.2[fluorescence artefact?]	-3.4	21.2	95.2	0.8	-6.3	0.3	99.6
21	CCn1c(-c2ccccc2Cl)nn(CC(=O)Nc2ccccc2C)c1=S	.	.	.	51.4*	.	0.5	3.6	4.8	.
22	Cc1onc(-c2ccccc2Cl)c1C(=O)OCC(=O)N1CCCc2ccccc21	105.5	73.1[fluorescence artefact?]	9.2[fluorescence artefact?]	93.5*	101.8	0.1	-10.2	-0.2	78.1
23	Cn1c(=O)n(CCc2ccccc2)c(=O)c2c1nc1n2CCCN1c1ccc(F)cc1	93.9	128.5	4.2	.	93.7	.	.	.	68.6
24	COc1ccc(C(=O)NCc2nnc(SCC(=O)Nc3cccc(C(F)(F)F)c3)o2)cc1OC	93.4	96.8	-3.2	53.7*	101.5	0.5	-2.1	-3.7	92.0
25	Clc1cc(Br)ccc1OCCn1ccnc1	79.5	122.4	1.3[fluorescence artefact?]	95.9*	89.3	0	-9.1	-2.3	91.0
26	NC(Cc1ccc2nsnc2c1)C(=O)O (stereo not drawn)	104.2	106.0	-5.0	.	105.0	.	.	.	94.6
27	Oc1[nH]c2ccccc2c1/C=N/c1nccs1	87.0	84.4[fluorescence artefact?]	4.8[fluorescence artefact?]	53.4*	96.8	0.5	.	.	68.1
28	CSc1cccc(NC(=O)CN(C)S(=O)(=O)c2ccc(C)cc2)c1	.	.	.	52.1*	.	0.5	-1.2	-4.9	.
29	Cn1c(SCc2ccccn2)nnc1-c1ccncc1	99.1	99.6	-3.5	94.3*	104.1	0.1	44.8	2.8	94.8
30	COc1ccc(S(=O)(=O)N(C)c2ccc(C(=O)N3CCOCC3)cc2)cc1	93.4	108.2[fluorescence artefact?]	5.0	8.0	98.3	0.9	-16.7	1.6	96.6
31	CCN1CCN(C(=O)c2cc3c(=O)oc4ccc(C)cc4c3s2)CC1	87.5	118.1	-0.4	.	102.4	.	.	.	98.6
32	C=CCN(CC(=O)NCc1ccc(OC)cc1)C(=O)c1csnn1	107.8	108.5[fluorescence artefact?]	-1.9	39.9	110.8	0.6	-4.9	1.8	109.3
33	CCC1(C)Cc2ccccc2-c2nc(NCCCO)n(-c3ccccc3)c(=O)c21 (stereo not drawn)	114.5	100.0	-5.0	51.1*	94.4	0.5	-9.1	5.1	47.2
34	COc1ccc(C2(C(F)(F)F)NC(=O)N(C)C(=O)N2C)cc1 (stereo not drawn)	97.9	93.4	2.6[fluorescence artefact?]	11.6	92.4	0.9	-7.0	-1.6	99.4
35	COc1ccc(NC(=O)NCCCN2CCCCC2C)cc1 (stereo not drawn)	101.2	133.3	-39.3	-5.5	92.2	1.1	.	.	104.2
36	O=C(Nc1cc(N2CCOCC2)ncn1)c1ccccc1	90.3	105.5	-5.8	17.2	98.1	0.8	0.2	3.2	95.3
37	COc1cccc(C2C(C#N)=C(N)Oc3cc(C)oc(=O)c32)c1OC (stereo not drawn)	101.3	96.6	-3.5[fluorescence artefact?]	44.4	100.4	0.6	-1.6	0.8	98.9
38	CC1CCCC(NC(=O)CCn2c(=O)oc3ccccc32)C1C (stereo not drawn)	93.5	95.2	-8.3	43.0	104.2	0.6	.	.	96.2
39	O=C1/C(=C\c2ccccn2)SC(=S)N1Nc1ncc(C(F)(F)F)cc1Cl	84.8	78.9[fluorescence artefact?]	7.6	65.3*	96.3	0.3	.	.	101.1
40	CCSc1nnc(NC(=O)C2C3C=CC(C3)C2C(=O)O)s1 (stereo not drawn)	95.7	136.9	-16.4	23.1	105.3	0.8	-26.5	-1.2	98.1
41	Cc1cc2cc(CNC(=O)c3ccc(S(=O)(=O)N4CCCCC4)cc3)ccc2n1C	93.5	404.3*[fluorescence artefact?]	22.6[fluorescence artefact?]	16.3	108.5	0.8	-8.6	41.5	57.2
42	N#C/C(=C\c1cc([N+](=O)[O-])c(N2CCOCC2)cc1N1CCOCC1)c1nc2ccccc2[nH]1	.	.	.	90.8*	.	0.1	-9.4	4.5	.
43	O=C1[C@H]2[C@@H](C(=O)N1c1cccc3ccccc13)C1(C(=O)c3ccccc3C1=O)N1CCC[C@@H]21	91.8	100.3	-4.7	38.2	95.7	0.6	0.4	0.4	94.3
44	O=C(c1ccccc1)c1cccc(NC(=O)c2ccc(Br)o2)c1	101.1	104.0	2.8	63.8*	89.7	0.4	19.6	-2.3	91.3
45	O=C(Nc1cccc(-c2csc(-c3ccccc3)n2)c1)c1cccs1	67.8	97.7	11.4	50.6*	95.1	0.5	4.7	3.7	84.7
46	Cn1cc(C(=O)c2ccc(Cl)cc2Cl)cc1C(=O)N/N=C(\N)COc1ccc(F)cc1	86.4	103.4	-4.5	17.7	82.2	0.8	3.8	-4.5	24.6*
47	COc1ccc(C(=O)Cn2c(NCCO)nc3ccccc32)cc1OC	96.3	99.1	1.1	.	102.2	.	.	.	88.3
48	Cc1ccc(C)c(NC(=O)CSc2nnc(CCNC(=O)OC(C)(C)C)o2)c1	92.2	95.1	-6.6	79.9*	108.0	0.2	0.1	1.5	64.3

3 of the entries above in order of their number in CYP2C19 inhib, descending:
no.	SMILES	ERa SRC1 pot	ERa coact inh	CYP2C19 inhib	CYP2C19 activ	Mac1 fbg inh	CD11b adhes enh
42	N#C/C(=C\c1cc([N+](=O)[O-])c(N2CCOCC2)cc1N1CCOCC1)c1nc2ccccc2[nH]1	.	.	90.8*	0.1	-9.4	4.5
45	O=C(Nc1cccc(-c2csc(-c3ccccc3)n2)c1)c1cccs1	97.7	11.4	50.6*	0.5	4.7	3.7
46	Cn1cc(C(=O)c2ccc(Cl)cc2Cl)cc1C(=O)N/N=C(\N)COc1ccc(F)cc1	103.4	-4.5	17.7	0.8	3.8	-4.5

Further results
No.	structure	HUVEC inhibit	ERa SRC1 pot	ERa coact inh	CYP2C19 inhib	Lung fibro prol	CYP2C19 activ	Mac1 fbg inh	CD11b adhes enh	H69AR growth 86K
49	CCOc1ccc(NC(=O)c2ccccc2O)cc1	91.8	99.1	-4.6	.	100.3	.	.	.	90.7
50	O=C(Cc1ccccc1)Nc1nnc(-c2cccs2)s1	94.9	120.4	-0.1	8.2	99.6	0.9	-19.2	45.7	95.7
51	Cc1ccc(C(=O)N/N=C2\SCC(=O)N2c2cc(C)ccc2C)cc1	108.3	150.5[fluorescence artefact?]	16.4[fluorescence artefact?]	.	98.7	.	.	.	107.8
52	O=C(CN1CCC(c2nc3ccccc3[nH]2)CC1)Nc1ccc2c(c1)OCO2	78.3	65.6[fluorescence artefact?]	-10.0	6.1	95.5	0.9	-2.5	2.0	122.8
